High-throughput results (PubChem BioAssay)
ADAM17 inh = ADAM17 inhibitors, primary screen, biochemical, QFRET. Disintegrin and metalloproteinase domain-containing protein 17 (Homo sapiens), P78536. recombinant ADAM17, EDANS/DABCYL FRET peptide cleavage. inhibition, % at 6.95 µM. actives 0.83% (n = 370,000);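 active means inhibition above the mean of compounds lying between control limits plus 3 SD, set per campaign, cut at about 8.5% in these data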;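 further: 0% = DMSO-only wells as the low control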
Target sequence (P78536 215-824 limits assumed): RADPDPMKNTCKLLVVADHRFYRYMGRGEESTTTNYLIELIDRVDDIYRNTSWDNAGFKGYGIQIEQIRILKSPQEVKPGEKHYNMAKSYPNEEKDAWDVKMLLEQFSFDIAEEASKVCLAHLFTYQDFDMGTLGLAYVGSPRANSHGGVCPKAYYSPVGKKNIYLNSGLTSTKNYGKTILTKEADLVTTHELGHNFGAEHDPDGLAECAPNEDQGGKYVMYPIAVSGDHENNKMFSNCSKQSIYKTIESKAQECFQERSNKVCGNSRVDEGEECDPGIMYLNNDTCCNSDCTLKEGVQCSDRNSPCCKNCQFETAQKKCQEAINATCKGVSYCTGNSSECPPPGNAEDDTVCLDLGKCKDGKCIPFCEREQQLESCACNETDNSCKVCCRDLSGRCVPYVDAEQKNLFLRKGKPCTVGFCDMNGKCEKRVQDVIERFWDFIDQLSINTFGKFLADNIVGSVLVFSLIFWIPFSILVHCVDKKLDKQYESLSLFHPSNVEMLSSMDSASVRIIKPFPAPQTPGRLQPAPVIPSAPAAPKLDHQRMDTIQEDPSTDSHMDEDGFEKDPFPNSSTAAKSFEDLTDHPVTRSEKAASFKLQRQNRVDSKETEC
PG9 binder = binders of HIV-1 gp120 antibody PG9, primary screen, biochemical, TR-FRET; HIV-1 gp120 / PG9 antibody interaction; TR-FRET gp120-PG9 antibody binding; inhibition, % at 6.7 µM; actives 0.43% (n = 360,000); in the data active means inhibition above about 8.5%
SMARCA2 act = SMARCA2 (BRM) function activators, primary screen, cell-based, luminescence, high throughput. actives 1% (n = 370,000). activation, % at 9.1 µM. MG213 cells, MMTV-luciferase reporter, dexamethasone, overnight; in the data active means activation above about 7.8%;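 further: 0% = vehicle wells and 100% = reference activator wells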
hcDAF12 agonist = H. contortus DAF-12 nuclear receptor activators, primary screen, cell-based, luminescence, HEK293, lit1-tk-luc reporter. HEK293 hcDAF-12 lit1-tk-luc reporter; 0% DMSO, 100% Δ7-dafachronic acid. activation, % at 6.8 µM. actives 1.4% (n = 370,000);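 active means activation above the mean of all tested compounds plus 3 SD, cut at about 5.5% in these data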;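 further: 100% = response to 3 µM Δ7-dafachronic acid high control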
NPR1 activator = GC-A stimulated cGMP production enhancers – HEK293 GC-A cells, cGMP TR-FRET, EC30 ANP, primary screen. Atrial natriuretic peptide receptor 1 (Homo sapiens), P16066. 0% at EC30 ANP, 100% saturating ANP. activation, % at 10 µM. actives 0.14% (n = 370,000); in the data active means activation above about 40%
FXN GAA850 act = FXN promoter activators, primary screen, cell-based, luciferase luminescence, HEK293 lucGAA850. HEK293 lucGAA850 FXN promoter luciferase reporter, 24 h; percent of 10 µM SAHA response. activation, % at 6 µM. actives 0.56% (n = 360,000). AID 540364, 2011;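 active means activation above the average of all compounds screened plus 3 SD, cutoff fixed separately per campaign, cut at about 7.5% in these data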;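 further: 0% = DMSO wells and 100% = 10 µM SAHA wells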
hgDAF12 agonist = H. glycines DAF-12 receptor agonists, primary screen, cell-based, luminescence, HEK293, GAL4 fusion, UAS-luciferase; HEK293 GAL4-hgDAF12 UAS-luciferase reporter, agonist luminescence; normalized to butyrate control; activation, % at 6.8 µM; actives 1.8% (n = 370,000);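 active means activation above a cutoff set at the mean of all screened compounds plus 3 SD, cut at about 10% in these data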;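 further: 0% = DMSO wells and 100% = sodium butyrate wells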
ADAM10 inh = human ADAM10 inhibitors, primary screen, biochemical, QFRET, HTS; Disintegrin and metalloproteinase domain-containing protein 10 (Homo sapiens), O14672; recombinant ADAM10, EDANS/DABCYL FRET peptide cleavage, 3 h; inhibition, % at 7 µM; actives 0.62% (n = 370,000); AID 720582, 2013;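 active means inhibition above a per-campaign cutoff equal to the mean of compounds falling between control-based bounds plus 3 SD, cut at about 20% in these data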;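 further: 0% = DMSO wells while the 100% control is not disclosed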
DAX1 inh-1 = DAX1 (NR0B1) inhibitors on StAR promoter, primary screen, cell-based, luminescence, SF-1 (NR5A1), full-length DAX-1; HEK293T StAR-luciferase reporter, SF-1/DAX-1 repression relief; AID 652010, 2013; actives 1.1% (n = 370,000); inhibition, % at 6.8 µM;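 active means inhibition above the mean over all tested compounds plus 3 SD, cut at about 3.6% in these data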;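 further: 0% = DAX-1 cells with DMSO and 100% = cells lacking DAX-1 with DMSO; higher inhibition means more luminescence from relief of DAX-1 repression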
DAX1 inh-2 = DAX1 (NR0B1) inhibitors, primary screen, cell-based, HEK293, Gal4-DAX1, luciferase luminescence; Nuclear receptor subfamily 0 group B member 1 (Homo sapiens), P51843; inhibition, % at 6.75 µM; AID 504766, 2011; HEK293 Gal4-DAX1 luciferase reporter; actives 0.99% (n = 340,000);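 active means inhibition above the mean over all tested compounds plus 3 SD, cut at about 4.2% in these data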;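 further: 0% = DAX1-transfected cells with DMSO and 100% = empty-vector control cells with DMSO; inhibition shows as a rise in luminescence from relieved DAX1 repression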
Target sequence (P51843 207-470 limits assumed): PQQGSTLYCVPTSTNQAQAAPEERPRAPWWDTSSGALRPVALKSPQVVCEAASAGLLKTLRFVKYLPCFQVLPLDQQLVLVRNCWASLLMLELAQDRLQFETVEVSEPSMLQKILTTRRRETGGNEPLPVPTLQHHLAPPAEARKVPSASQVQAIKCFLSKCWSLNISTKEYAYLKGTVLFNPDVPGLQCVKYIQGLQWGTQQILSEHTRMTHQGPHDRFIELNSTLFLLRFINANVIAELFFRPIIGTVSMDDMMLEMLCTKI
ssDAF12 agonist = S. stercoralis DAF-12 nuclear receptor activators, primary screen, cell-based, luminescence, HEK293, GRIP1 co-expression, lit1-tk-luc | activation, % at 6.8 µM | actives 1% (n = 370,000) | HEK293 ssDAF-12/GRIP1 lit1-tk-luc reporter; % of 3 µM dafachronic acid response;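 active means activation above the mean over all tested compounds plus 3 SD, cut at about 0.9% in these data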;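 further: 0% = DMSO-only wells and 100% = 3 µM delta7-dafachronic acid wells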
Starred values were filed as active, the others as inactive; x = no result given.

SMILES | ADAM17 inh | PG9 binder | SMARCA2 act | hcDAF12 agonist | NPR1 activator | FXN GAA850 act | hgDAF12 agonist | ADAM10 inh | DAX1 inh-1 | DAX1 inh-2 | ssDAF12 agonist
Cc1cccc(NC(=O)CSc2nnc(Cc3ccccc3)o2)c1 | 1.0 | -0.9 | -2.2 | -2.8 | -2.6 | 0.7 | -0.5 | 5.6 | -0.1 | -1.3 | -0.9
Cc1occc1C(=O)N/N=C/C(Br)=C/c1ccccc1 | 1.5 | -3.1 | 13.9* | 4.6 | -0.8 | 6.9 | 16.9* | 8.0 | 3.0 | 0.5 | 0.5
CC(=O)C[C@@H]1OC[C@H](C)N1S(=O)(=O)c1ccc(C)cc1 | 2.1 | 0.4 | -2.5 | -0.4 | 1.6 | x | -1.7 | -9.0 | 0.9 | x | -1.0
CCN1CCCC1CNCc1ccccc1OCc1ccc(F)cc1 (centres undefined) | -3.5 | -0.4 | 2.6 | -0.5 | -5.0 | -1.3 | 0.0 | 1.9 | -0.3 | -0.3 | -2.2
O=C(NNC(=O)c1ccc(F)cc1F)c1ccc(-n2cnnn2)cc1 | 0.1 | -0.3 | -0.2 | -0.4 | 2.8 | -1.0 | -0.6 | -2.7 | 0.6 | 0.8 | -1.1
CCCCC(=O)Nc1c2c(nn1-c1ccc([N+](=O)[O-])cc1)CS(=O)(=O)C2 | 0.9 | -0.1 | -1.7 | -0.4 | 2.6 | -1.3 | 2.2 | 2.6 | -0.3 | 0.8 | -1.1
COc1cc(C(=O)NC(=S)N(CCc2ccccc2)CCc2ccccc2)cc(OC)c1OC | 6.7 | -3.1 | -3.0 | -3.0 | 2.1 | -2.8 | -2.8 | 17.6 | -2.6 | -3.0 | -1.9
Cc1ccc(NC(=O)COC(=O)C2CCN(c3ccc(C(F)(F)F)cn3)CC2)cc1 | 5.0 | -0.3 | 0.1 | -1.1 | -3.9 | -0.7 | -0.2 | -4.7 | 0.5 | 1.1 | -0.9
CC(=O)c1c(C)[nH]c(C2=NNC(=NC(C)(C)C)SC2)c1C | -2.6 | -0.2 | -1.7 | 0.1 | -1.9 | 5.4 | 3.9 | -0.3 | 0.7 | 0.0 | -0.6
Cc1cccc(Cn2c(SCC(=O)Nc3ccccc3)nc3c2c(=O)[nH]c(=O)n3C)c1 | 2.6 | 0.6 | -1.9 | -2.4 | -0.6 | 1.4 | 1.8 | -4.3 | -0.4 | -0.6 | 0.1
Cc1ccccc1OCC(=O)OCC(=O)c1cc(C)n(C2CC2)c1C | -2.3 | 0.2 | -0.5 | -1.6 | 0.4 | 0.2 | -1.1 | 0.4 | -0.3 | 0.5 | -0.7
CCOc1cc(C=O)c(Br)cc1OC1CCCC1 | 1.0 | 2.8 | 1.8 | -2.2 | 6.2 | -0.1 | 0.7 | 2.6 | -0.7 | 1.1 | -1.2
Cc1cccnc1NC(=O)C1COc2ccccc2O1 (centres undefined) | -4.4 | 0.1 | -3.0 | 0.9 | -1.6 | 2.8 | 3.0 | -4.9 | 0.8 | -0.7 | 1.4*
O=C(OCCN1C(=O)c2ccccc2C1=O)c1ccc(S(=O)(=O)N2CCCCCC2)cc1 | -3.9 | 0.5 | -1.4 | -1.8 | 4.0 | 1.3 | -1.5 | 3.4 | 0.0 | -0.5 | -0.4
O=C(c1ccco1)N1CCN(c2nc3ccccc3c(=O)n2-c2ccccc2)CC1 | -11.4 | -2.2 | 1.7 | -1.4 | -6.0 | 0.3 | -2.7 | -43.7 | -1.4 | -1.6 | -2.1
CCN(CC)C1CCCCC1NS(=O)(=O)c1ccc(Cl)cc1 (centres undefined) | 1.4 | -1.4 | 6.5 | 0.0 | -5.7 | -0.9 | 0.5 | 3.0 | -0.1 | -0.1 | -1.3
O=C(NC1CCN(Cc2ccccc2)CC1)c1cccc(S(=O)(=O)Nc2cc(C(F)(F)F)ccc2Cl)c1 | 4.9 | -1.4 | -4.1 | -1.6 | 0.5 | 2.6 | -1.7 | -2.0 | -0.3 | -1.6 | -1.3
Cc1cccc(NC(=O)c2cccc3c2-c2ccccc2C3=O)c1C | 1.5 | x | 3.2 | -3.6 | 0.0 | x | -1.5 | -4.4 | -0.1 | x | -1.4
CCOc1ccc(-c2[nH]ncc2Oc2ccccc2OC)c(O)c1 | 9.6* | 0.6 | -0.3 | -1.6 | 1.1 | 2.3 | 0.5 | 21.5* | -1.1 | 0.7 | -1.2
COc1cc(C(=O)NNC(=O)C2CCCC2)cc(OC)c1OC | -3.4 | 0.3 | -2.7 | 0.6 | -6.3 | 0.0 | -2.1 | -4.2 | 1.3 | 1.4 | -0.8
C/C(CC(=O)Nc1ccc2c(c1)OCCO2)=N\NC(=O)c1ccccc1Cl | 1.1 | -0.5 | -1.1 | 3.2 | 2.1 | 2.6 | 3.1 | 2.2 | 0.1 | 0.1 | -1.1
CCOC(=O)C1C(C)=C(Nc2ccc(OC)cc2)C(=O)N1c1ccc(OC)cc1 (centres undefined) | -1.0 | -1.4 | 0.4 | -1.3 | -0.2 | 1.0 | 2.1 | 5.8 | -0.4 | 0.2 | -1.6
CC(O)c1nc2ccccc2n1CC(=O)Nc1ccc(F)cc1Cl (centres undefined) | -0.2 | 2.0 | -2.3 | -1.1 | -2.1 | -1.0 | 1.1 | -9.3 | 0.1 | 1.2 | -1.2
CCCCN1CC(=O)N2[C@H]3c4ccccc4OC[C@@H]3[C@H](C(=O)OCC)[C@]2(C)C1=O | -2.4 | -0.6 | 1.8 | -1.2 | -2.9 | 1.6 | 0.5 | 0.3 | -0.1 | -0.5 | -1.2

Grouped by structure: the entries above with bromine (two)
SMILES | ADAM17 inh | PG9 binder | SMARCA2 act | hcDAF12 agonist | NPR1 activator | FXN GAA850 act | hgDAF12 agonist | ADAM10 inh | DAX1 inh-1 | DAX1 inh-2 | ssDAF12 agonist
Cc1occc1C(=O)N/N=C/C(Br)=C/c1ccccc1 | 1.5 | -3.1 | 13.9* | 4.6 | -0.8 | 6.9 | 16.9* | 8.0 | 3.0 | 0.5 | 0.5
CCOc1cc(C=O)c(Br)cc1OC1CCCC1 | 1.0 | 2.8 | 1.8 | -2.2 | 6.2 | -0.1 | 0.7 | 2.6 | -0.7 | 1.1 | -1.2

Further structures.
SMILES | ADAM17 inh | PG9 binder | SMARCA2 act | hcDAF12 agonist | NPR1 activator | FXN GAA850 act | hgDAF12 agonist | ADAM10 inh | DAX1 inh-1 | DAX1 inh-2 | ssDAF12 agonist
O=C(O)CC(NNC(=O)c1ccccc1)C(=O)Nc1ccc([N+](=O)[O-])cc1 (centres undefined) | -1.3 | -2.8 | -0.8 | 2.0 | -2.2 | -0.7 | 1.7 | 2.4 | 0.9 | 8.4* | -1.3
Cc1cc(OCC(=O)C(C)(C)C)c2c(C)c(C)c(=O)oc2c1 | -69.8 | 0.9 | 0.9 | -0.6 | -0.8 | -1.3 | -1.3 | -196.8 | -0.8 | -0.8 | -1.0
COCCNC(=O)C1(C)C=CC2(CCCCC2)N1C(=O)c1ccccc1 (centres undefined) | -1.6 | 0.0 | 0.8 | -0.3 | -0.4 | -1.7 | 1.9 | 5.4 | -0.4 | 4.7* | -0.7
Cc1cccc(C2c3[nH]c4ccccc4c3CCN2C(=O)c2cc(CC(C)C)[nH]c(=O)n2)n1 (centres undefined) | 1.8 | 0.7 | -0.8 | 3.1 | -3.4 | 1.0 | 1.2 | -8.6 | 1.1 | -0.3 | -1.3
COc1ccc([C@H]2CC(=O)C=C(c3cccc4c3sc3ccccc34)C2)cc1OC | 1.7 | -0.2 | -0.3 | -3.0 | -2.1 | 0.0 | -2.6 | 8.3 | -1.0 | -1.1 | -1.5
Cn1c(=O)c2c(nc(SCC(=O)NC3CCCC3)n2C)n(C)c1=O | -0.6 | -1.7 | -1.7 | -2.6 | 4.8 | 2.5 | 0.3 | -4.0 | -0.1 | 1.8 | -0.8
C/C(=N\Nc1ccc(Cl)cc1)c1ccccn1 | -4.3 | -4.2 | 1.7 | 4.3 | -0.3 | 3.9 | 1.4 | -6.5 | 2.0 | 1.8 | -0.3
Cn1c(N2CCN(c3ccccn3)CC2)nc2c1c(=O)n(Cc1ccc(Cl)cc1)c(=O)n2C | -3.1 | 0.4 | 0.1 | 0.5 | -3.7 | -0.9 | 1.4 | -1.8 | 0.3 | 0.1 | -0.3
CNC(=O)c1c(NC(=O)c2ccco2)sc2c1CCC2 | -0.6 | -0.8 | 1.6 | -0.4 | -3.0 | 1.2 | 0.9 | -15.4 | -1.4 | -0.2 | -1.2
CN(C)S(=O)(=O)c1cccc(NC(=O)c2ccc(Sc3nncn3C)c([N+](=O)[O-])c2)c1 | -0.7 | -1.9 | -1.7 | -2.2 | 4.8 | 1.1 | 1.1 | 3.3 | -0.6 | 0.9 | -1.1
S=C(NCc1ccccc1)Nc1ccc2cn[nH]c2c1 | -1.4 | -2.0 | 1.3 | 0.8 | -0.5 | 0.0 | -0.3 | 3.1 | -0.8 | 3.1 | -1.1
CCO[C@H]1OC(C(=O)O)=C[C@@H](C(C)(C)C)[C@@H]1CCCO | -0.6 | -3.1 | 1.4 | -1.1 | 0.7 | -1.4 | 3.3 | 14.2 | 0.3 | 0.4 | -1.0
CC(=O)N1CCN(C(=O)Nc2cccc(C(F)(F)F)c2)CC1 | 2.4 | -2.3 | 0.7 | -2.4 | 1.7 | 3.8 | 0.5 | -1.1 | 0.4 | 0.4 | -0.9
Cc1cccc(NC(=S)N2CCN(c3ccccc3)CC2)c1 | -1.5 | -2.5 | -0.3 | -2.5 | -3.3 | 0.0 | -0.8 | 2.7 | 0.0 | x | -1.6
O=C(c1ccc(Br)o1)N(c1ccc(Br)cc1)C1C=CS(=O)(=O)C1 (centres undefined) | -3.7 | -1.1 | 0.7 | 1.3 | -34.3 | -1.5 | 1.9 | -3.1 | 0.5 | 0.0 | -0.9
O=C(NNc1nc2c(F)cccc2s1)c1ccccc1 | -5.4 | -1.6 | -3.5 | 2.6 | 8.6 | 0.1 | 1.9 | -9.8 | -0.6 | 10.2* | 0.0
Cc1nn(C(C)C(=O)NCCN2CCCC2)c(=O)c2c1sc1ccccc12 (centres undefined) | -11.0 | 2.4 | -1.7 | -0.5 | -2.0 | 0.1 | -0.2 | -20.9 | -0.6 | 0.7 | 0.0
COc1ccc(S(=O)(=O)Nc2ccc(F)cc2)cc1N(C)S(=O)(=O)c1ccc(Cl)cc1 | 5.0 | -0.4 | -2.3 | -1.9 | -4.3 | -2.6 | -2.4 | 16.8 | -0.6 | -0.7 | -1.9
